Source: PubChem BioAssay
TbPYK inhibitor – qHTS of Trypanosoma Brucei Inhibitors; TbPYK enzyme, Kinase-Glo Plus ATP luminescence, 45 min; Potency, µM (doses to about 76.8 µM), without a hit: at the highest dose activity, negative = inhibition, most hits filed as inhibitors; 410,000 tested, 0.12% active; active means well fitted inhibition curve with a large enough effect; further: nearly all actives have a fitted effect of over 50% in size
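Screened from lowest to highest concentration, compounds were pinned into TbPYK/substrate mixtures, and ADP (130 uM final) was added. Plates sat at room temperature for 45 min prior to Kinase-Glo Plus detection by luminescence.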
* hit, by the source's call; [ ] = dose if it differs, or a comment. On the % scale 0 is the no-effect control and ±100 the full control effect; potency means the concentration at half of the fitted maximal effect. This is a subset, so the mix of outcomes need not match the whole.

SMILES	TbPYK inhibitor
COc1ccc(OC)c(S(=O)(=O)Nc2cc3c(cc2C)n(C)c(=O)c(=O)n3C)c1	2%
COc1ccc(F)cc1NC(=O)C1CCN(c2nc(-c3ccc(OC)c(OC)c3)no2)CC1	2%
COc1ccc(OC)c(NC(=O)C2CCN(S(=O)(=O)c3ccc(C)cc3)CC2)c1	0%
CC1CN(C(=O)Nc2ccc(C(=O)NCc3ccccc3F)cc2)c2ccccc2S1 (stereo not given)	2%
COc1ccc(Cl)cc1Nc1nc2ccc(C(=O)c3ccccc3)cc2n2cnnc12	-1%[15.4 µM]
COc1ccc(OC)c(C2C(C(=O)Nc3ccc(C)cc3C)=C(C)Nc3c(C(=O)Nc4ccc(F)cc4)cnn32)c1 (stereo not given)	-9%
CC(NC(=O)c1c2c(nc3ccccc13)C(=O)N(C1CCCCC1)C2)c1ccccc1 (stereo not given)	1%
COc1ccc(-c2nc(CSCC(=O)N3CCN(c4ccc(F)cc4)CC3)c(C)o2)cc1	0%
COc1ccc(Cn2nnc3c(=O)[nH]c(C4CCCN(C(=O)c5ccc(C)cc5)C4)nc32)cc1 (stereo not given)	3%
CCS(=O)(=O)N1CC(=O)N(c2ccc(Cl)cc2C)C(C)(C(=O)NC2CCCCCC2)C1 (stereo not given)	4%[15.4 µM]
COc1ccc(OC)c(C2c3c(oc4ccc(C)cc4c3=O)C(=O)N2CCCN(C)C)c1 (stereo not given)	-1%
Cc1ccc(CNc2ncnc3onc(-c4ccc(F)cc4)c23)cc1	-1%
Cc1nc2ccccc2c(=O)n1-c1ccccc1Cl	0%[157 µM]
COc1ccc(-c2cc(C(=O)Nc3c(C)nn(Cc4ccccc4C)c3C)no2)cc1	1%
CCOc1ccccc1NC(=O)Cn1cnc2sc(C)c(S(=O)(=O)N3CCC(C)CC3)c2c1=O	4%
O=C(Nc1cccc(Cl)c1)c1csnn1	-13%
COc1ccc2c(c1)CCc1c(C(=O)Nc3cnn(Cc4ccc(Cl)cc4Cl)c3)noc1-2	1%
Cc1cc(Cl)ccc1NC(=O)CCS(=O)(=O)c1ccc2c(c1)CC(C)N2C(=O)C1CC1 (stereo not given)	-6%
CCOC(=O)c1[nH]c2ccccc2c1NC(=O)c1c(F)cccc1F	1%
CCc1nn(CC(=O)N(CC)Cc2ccccc2)c(=O)c2cc3occc3n12	-4%
CCC(=O)N1CCc2cc(Br)cc(S(=O)(=O)CCC(=O)Nc3ccc(CC)cc3)c21	0%
COc1cc2c(C(=O)N3CCN(c4cc(Cl)ccc4C)CC3)cn(CC(C)C)c(=O)c2cc1OC	-9%
CCc1nnc(NC(=O)CSCc2cc(=O)c3ccc(C)cc3[nH]2)s1	1%
COc1ccc(-c2onc(C)c2C)cc1S(=O)(=O)NCc1cccs1	3%
COc1cccc(N2CCN(C(=O)c3c(C)oc4ncnc(N5CCCCC5)c34)CC2)c1	2%
SMILES	TbPYK inhibitor
Cc1cc(F)cc(C)c1Cn1cnc2c(cnn2C(C)(C)C)c1=O	2%
CCOc1ccc(CCNS(=O)(=O)c2c(C)nc3sc(C)cn3c2=O)cc1OCC	-9%
Cc1ccc(N2CC(NC(=O)c3ccc(S(=O)(=O)N4CCOCC4)cc3)CC2=O)cc1 (stereo not given)	2%
CCOc1ccccc1CNC(=O)CN1C(=O)CCc2cc(S(=O)(=O)N3CCCCC3)ccc21	11%
CCCCCCNc1nc2c(c(=O)n(C)c(=O)n2C)n1Cc1cccc(C)c1	-3%
CC(=O)Nc1ccc(S(=O)(=O)N(Cc2ccccc2)Cc2ccccc2)cc1	-3%
CC(C)Oc1ccc(CNC(=O)c2cc3ccccn3n2)cc1	-1%
COc1ccc(NC(=O)c2oc3ccc(S(=O)(=O)N(C)C4CCCCC4)cc3c2C)cc1Cl	-15%
CS(=O)(=O)N1CCC2(CCN(C(=O)Nc3cccc(C#N)c3)CC2)CC1	-5%
CCOC(=O)N1CCN(C(=O)CN(c2cccc(Cl)c2)S(=O)(=O)c2ccccc2)CC1	1%
CCOC(=O)c1cccc(NC(=O)c2cc(CN3CCCC3)on2)c1	0%
Cc1ccc(NC(=O)Cn2c(SCc3cccc(F)c3)nc3ccncc32)c(C)c1	-9%
Cc1cc(OCC(O)CN2CCN(c3cccc(Cl)c3)CC2)ccc1Cl (stereo not given)	1%
COCCCn1c(=O)c2sccc2n2c(CCCC(=O)Nc3cccc(OC)c3)nnc12	5%
CCc1ccccc1NC(=O)CCNS(=O)(=O)c1ccc2c(c1)CCCC(=O)N2	1%
CCc1ccccc1NC(=O)C1=C(C)C(=O)OC12CCCCCC2	0%[15.4 µM]
COc1cc(NC(=O)c2cc3cc4cc(OC)ccc4nc3o2)cc(OC)c1	6%
COCCn1c(=N)c(C(=O)NCC2CCCO2)cc2c(=O)n3ccccc3nc21 (stereo not given)	-16%
Cc1ccccc1CN1C(=O)c2ccccc2Sc2ccc(C(=O)NCCc3ccccc3)cc21	5%
O=C(NCC(c1ccco1)S(=O)(=O)c1cccs1)c1ccc(F)c(F)c1 (stereo not given)	-7%
Cc1ccccc1NC(=O)c1ccc(F)c(S(=O)(=O)N2CCc3ccccc3C2)c1	-6%
O=C(CC1N=C2c3ccccc3N=C(SCc3ccccc3F)N2C1=O)NCc1cccs1 (stereo not given)	4%
O=C(Cn1c(=O)oc2cc(S(=O)(=O)N3CCCC3)ccc21)NCc1ccc(Cl)cc1	-16%
O=C(NCCc1ccccc1)c1ccc2c(c1)N(Cc1ccccc1Cl)C(=O)c1ccccc1S2	-1%
CC(C)(C)c1ccc(C(=O)NC(Cc2c[nH]c3ccccc23)C(=O)OCC(=O)c2ccc(Br)cc2)cc1 (stereo not given)	-5%[15.4 µM]

Some of these compounds in order of heavy-atom count, rising:
SMILES	TbPYK inhibitor
O=C(Nc1cccc(Cl)c1)c1csnn1	-13%
O=C(NCC(c1ccco1)S(=O)(=O)c1cccs1)c1ccc(F)c(F)c1 (stereo not given)	-7%
O=C(Cn1c(=O)oc2cc(S(=O)(=O)N3CCCC3)ccc21)NCc1ccc(Cl)cc1	-16%

Next part
SMILES	TbPYK inhibitor
Nc1nc(Nc2cccc(Cl)c2)sc1C(=O)c1ccc(F)cc1	-7%
Cc1cccc(-c2nc3c(cnn3-c3ccccc3)c(=O)n2-c2ccc(Br)cc2)c1	-4%
Cc1ccc(NC(=O)c2c(C)oc3ncnc(N4CCCCC4)c23)cc1Cl	0%
Cc1nn(CC(=O)N2CCCCC2)c(=O)c2cc3occc3n12	0%
CCc1ccccc1NC(=O)c1sc2nc3c(cc2c1N)CN(Cc1ccccc1)CC3	2%
CCC(Cc1ccccc1)NC(=O)Cn1ncc2c3ccccc3n(Cc3ccc(F)cc3)c2c1=O (stereo not given)	-4%
COc1ccccc1-c1nc(S(=O)(=O)c2ccccc2)c(N2CCC(C)CC2)o1	-4%
CCCCNc1cc(NC2CCCCC2)c2c3c(onc13)-c1ccccc1C2=O	-24%
CCc1ccccc1NS(=O)(=O)c1ccc2[nH]cc(C(=O)N3CCCCC3)c(=O)c2c1	-3%
CC(C)c1ccc(NC(=O)Cn2c(=O)n(CCc3ccccc3)c(=O)c3ccccc32)cc1	0%
O=C(NCC(c1cccnc1)N1CCc2ccccc2C1)C(=O)Nc1ccccc1F (stereo not given)	-5%
CCc1nnc(SCC(=O)Nc2ccc(OC)c(OC)c2)c2cc3occc3n12	-7%
COc1cc(C2NC(=O)NC(C)=C2C(=O)Nc2cc(C)cc(C)c2)ccc1O (stereo not given)	3%
Cc1nnc(N2CCN(c3ccc(Cl)cc3)CC2)c2c1nnn2Cc1ccc(F)cc1	-2%
Cc1ccc(Cn2cc3c(n2)-c2c(oc(C(=O)Nc4ccc(F)cc4F)c2C)CC3)cc1	8%
Cc1ccc(Cl)cc1NC(=O)c1ccc(-c2nc(CSc3ccccc3)c(C)o2)cc1	1%
Cc1ccc(-c2cc(C(=O)Nc3cc([N+](=O)[O-])ccc3C)no2)cc1F	5%
O=S(=O)(NCc1ccccc1)c1ccc2[nH]c3c(c2c1)CCCCC3	3%
O=C(NCc1ccccc1Cl)c1nnc(Cc2cccc(F)c2)o1	2%
CCCc1cc(=O)[nH]c(Nc2cc(C)cc(C)c2)n1	0%
COc1cc2c(cc1OC)C(COc1ccc3c(C)cc(=O)oc3c1)N(C(=O)c1ccccc1F)CC2 (stereo not given)	0%
Cc1ccc(CSC2=Nc3ccccc3C3=NC(CCC(=O)NCc4cccs4)C(=O)N23)c(C)c1 (stereo not given)	-2%
COc1ccc(C2=CC(c3ccc(N(C)C)cc3)n3nnnc3N2)cc1 (stereo not given)	3%
O=C(/C=C/c1ccc(Cl)cc1)Nc1nc(-c2cccs2)ns1	-1%
Nc1c(C(=O)Nc2ccccc2Br)sc2nc(-c3cccs3)ccc12	-8%

Entries shown so far containing an aryl thioether with sulfur outside any ring (3):
SMILES	TbPYK inhibitor
Cc1ccc(NC(=O)Cn2c(SCc3cccc(F)c3)nc3ccncc32)c(C)c1	-9%
CCc1nnc(SCC(=O)Nc2ccc(OC)c(OC)c2)c2cc3occc3n12	-7%
Cc1ccc(Cl)cc1NC(=O)c1ccc(-c2nc(CSc3ccccc3)c(C)o2)cc1	1%

Next section.
SMILES	TbPYK inhibitor
O=C(CSc1ncc2c(n1)-c1ccccc1N(Cc1ccc(F)cc1)S2(=O)=O)c1ccc(Br)cc1	-3%
COc1cccc(N2CCN(C(=O)c3ccc4c(=O)n(CCc5ccccc5)c(=O)[nH]c4c3)CC2)c1	-20%
CCOCN(C(=O)Cn1c(C)nc2ccccc21)c1c(C)cccc1CC	-12%
O=C(c1cnccn1)N1CCC[C@@]2(CCN(c3ccccc3)C2)C1	-6%
CCCCn1cc(S(=O)(=O)c2ccc(OC)cc2)c(=O)c2cc(F)c(N3CCOCC3)cc21	-6%
CCOC(=O)CC(NC(=O)c1cc2cc(Br)cc(OC)c2oc1=O)c1ccc(OC)cc1 (stereo not given)	10%
O=S(=O)(NCCc1nnc2ccc(SCc3ccccc3Cl)nn12)c1ccccc1	3%
COc1ccccc1CNC(=O)CCCn1c(=O)c2ccccc2n(Cc2ccccc2C#N)c1=O	7%
CCc1ccc(-n2nc3ccc(NC(=O)c4cc5ccccc5o4)cc3n2)cc1	-5%
COc1ccc(-c2cc3nc(C)c(CCC(=O)NC4CCCCC4)c(C)n3n2)c(OC)c1	1%
COC(=O)c1c(NC(=O)CCCOc2ccc(C)cc2)sc2c1CCCC2	-3%
COc1ccccc1-c1nnc(SCC(=O)c2ccc(Cl)cc2)n1-c1ccccc1	-8%
Cc1ccc2[nH]c(=O)c3cc(C(=O)NCc4cccc(Cl)c4)sc3c2c1	-6%
COc1cccc(CNC(=O)CSc2c3c(nc4ccc(Cl)cc24)CCCC3)c1OC	-3%
N#Cc1ccccc1CSc1nnc2ccc3ccccc3n12	0%
Cn1cnc(S(=O)(=O)N2CCC(C(=O)NCc3ccccc3Cl)CC2)c1	2%
CC/C=C(\C(=O)N[C@H]1C(=O)N2C(C(=O)OCOC(=O)C(C)(C)C)=C(COC(N)=O)CS[C@H]12)c1csc(N)n1	-8%
Cc1ccc(C)c(NC(=O)Cn2nnc(C(=O)NCc3ccccc3Cl)c2N)c1	-1%
CCOc1ccc(C(=O)Nc2c(C(=O)c3ccccc3)oc3ccccc23)cc1	3%
COc1ccccc1-c1ccnc2c(-c3ccc(Br)cc3)c(C)nn12	-6%
CCOC(=O)c1ccccc1NC(=O)c1c(-c2ccccc2)noc1C	3%
CCOC(=O)CNC(=O)N1[C@H](c2cccs2)[C@@H](C)C(=O)[C@@H](C)[C@@H]1c1cccs1	0%
O=C(C1CCCCC1)N(Cc1cccnc1)c1nc2c(F)cccc2s1	-11%[15.4 µM]
O=C(CCc1nc(CN2CCN(S(=O)(=O)c3ccc(F)cc3)CC2)no1)N1CCCCC1	-12%
COCCCNC(=O)c1cnc2c(-c3ccc(F)cc3)c(C)nn2c1C	4%
SMILES	TbPYK inhibitor
O=C(CCSCc1ccc(Cl)cc1)N1CCN(c2ccccc2F)CC1	-2%
COC(=O)c1sc(-c2ccccc2)cc1NC(=O)Nc1ccc(Cl)cc1	1%
Cc1ccc2[nH]c(=O)c3cc(C(=O)N(C)c4ccc(Br)cc4)sc3c2c1	-1%
CCCN1CCN(c2ncnc3sc(C(=O)Nc4ccc(C(C)C)cc4)c(C)c23)CC1	-5%
COc1ccc(C)cc1NC1(c2ccccc2)C(=O)c2ccccc2C1=O	-2%
O=C(Nc1ccccc1C(=O)N1CCCCC1)c1nsc2ccccc12	-17%[15.4 µM]
Cc1c(-c2nnc(SCC(=O)Nc3ccc(Br)cc3)o2)nnn1-c1ccc(F)cc1	-1%
Cc1ccc(C(=O)/C=C/c2cn(CC(O)CN3CCc4ccccc43)c3ccccc23)cc1 (stereo not given)	-6%
CC(CCc1ccccc1)NC(=O)Cn1c(=O)nc(-c2ccccc2F)c2cc(Cl)ccc21 (stereo not given)	-11%
COc1ccc(NC(=O)CN2C(=O)C(C)N=C(c3ccccc3)c3ccccc32)cc1OC (stereo not given)	0%
CCc1ccc(NC(=O)C(NS(=O)(=O)c2cccs2)C(C)C)cc1 (stereo not given)	-6%

Seven compounds picked at random from the list so far:
SMILES	TbPYK inhibitor
CCOC(=O)CNC(=O)N1[C@H](c2cccs2)[C@@H](C)C(=O)[C@@H](C)[C@@H]1c1cccs1	0%
COc1ccc(C2=CC(c3ccc(N(C)C)cc3)n3nnnc3N2)cc1 (stereo not given)	3%
COc1ccc(OC)c(NC(=O)C2CCN(S(=O)(=O)c3ccc(C)cc3)CC2)c1	0%
CCOc1ccccc1CNC(=O)CN1C(=O)CCc2cc(S(=O)(=O)N3CCCCC3)ccc21	11%
COc1ccccc1-c1nc(S(=O)(=O)c2ccccc2)c(N2CCC(C)CC2)o1	-4%
COCCn1c(=N)c(C(=O)NCC2CCCO2)cc2c(=O)n3ccccc3nc21 (stereo not given)	-16%
Nc1c(C(=O)Nc2ccccc2Br)sc2nc(-c3cccs3)ccc12	-8%
